Bioassay records deposited in PubChem by National Center for Advancing Translational Sciences (NCATS).
KAT2A inh: qHTS Assay for Inhibitors of GCN5L2; Histone acetyltransferase KAT2A (Homo sapiens), Q92830; GCN5L2 HAT assay, ThioGlo1 CoA-SH fluorescence; Potency, µM (top dose mostly 58.9 µM), for inactives: at the highest dose activity change, negative = inhibition, actives largely listed as inhibitors; 390,000 compounds, 0.21% hits
Target sequence (Q92830 whole entry, looked up): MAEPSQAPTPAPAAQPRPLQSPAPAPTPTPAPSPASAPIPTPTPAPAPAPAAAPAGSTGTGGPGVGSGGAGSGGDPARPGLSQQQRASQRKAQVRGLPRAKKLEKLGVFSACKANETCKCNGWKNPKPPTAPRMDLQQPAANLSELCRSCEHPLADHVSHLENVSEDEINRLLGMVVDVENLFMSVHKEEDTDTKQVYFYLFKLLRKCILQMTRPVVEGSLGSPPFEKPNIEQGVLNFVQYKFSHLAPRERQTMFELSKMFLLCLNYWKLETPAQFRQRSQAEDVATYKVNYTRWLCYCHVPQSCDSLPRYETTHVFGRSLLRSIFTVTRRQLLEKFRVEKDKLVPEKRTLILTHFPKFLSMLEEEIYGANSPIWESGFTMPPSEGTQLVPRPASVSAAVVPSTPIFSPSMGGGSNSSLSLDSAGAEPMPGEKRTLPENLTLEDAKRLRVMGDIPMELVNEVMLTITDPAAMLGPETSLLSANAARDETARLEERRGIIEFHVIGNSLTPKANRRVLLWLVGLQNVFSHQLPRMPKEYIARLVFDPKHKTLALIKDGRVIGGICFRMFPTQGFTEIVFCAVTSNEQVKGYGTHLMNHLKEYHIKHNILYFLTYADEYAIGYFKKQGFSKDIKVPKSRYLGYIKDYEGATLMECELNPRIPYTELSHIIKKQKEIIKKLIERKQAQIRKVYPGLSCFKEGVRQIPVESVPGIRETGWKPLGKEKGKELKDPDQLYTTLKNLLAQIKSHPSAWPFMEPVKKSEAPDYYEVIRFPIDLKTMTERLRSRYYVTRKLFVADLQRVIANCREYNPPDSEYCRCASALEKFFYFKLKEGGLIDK
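qHTS, 1536-well. 20nM enzyme, pH 7.5 HEPES/EDTA/Tween-20 buffer; 15 min compound preinc., RT. Start: 75uM H3(1-25), 70uM AcCoA, 50uM ThioGlo1. Read Ex340/Em540 at t=0 (autofluorescence flag) and t=20 min.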
N370S GC: qHTS Assay for Inhibitors and Activators of N370S glucocerebrosidase as a Potential Chaperone Treatment of Gaucher Disease. Lysosomal acid glucosylceramidase (Homo sapiens), P04062. Potency, µM (series often up to 59.4 µM), inactives show at the top dose activity change, negative = inhibition, hits mostly inhibitors. N370S GC spleen homogenate, 4MU-glucoside fluorescence. 330,000 compounds, 0.092% hits;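 further: 0% = full enzyme activity and -100% = no enzyme basal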
FEN1 inh: qHTS Assay for the Inhibitors of Human Flap endonuclease 1 (FEN1); P39748; Recombinant FEN1 flap cleavage, fluorescence, 15 min; Potency, µM (highest dose often 114 µM), without a hit: top-dose activity change, negative = inhibition, most hits filed as inhibitors; 390,000 compounds, 0.35% hits; AID 588795, 2011; further: nearly all actives have a fitted effect of over 65% in size
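Read-out was taken twice, immediately and after 15 min, following addition of 50 nM substrate to 10 nM FEN1 that had sat with test compound for 15 min at room temperature. Curves came from a four-parameter Hill model.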
Active calls of the source: *; ? = inconclusive; . = not tested or not shown. The call rests on the fitted dose curve; in most records, active means well fitted curve in the direction sought with a large enough effect; inconclusive means small, poorly fitted or top-dose-only effect, or another doubt; inactive means no such curve, though single readings can be large; an effect the other way counts as inactive or inconclusive. Unless noted, on the % scale 0 is the no-effect control and ±100 the full control effect; potency means the concentration at half of the fitted maximal effect.

SMILES | KAT2A inh | N370S GC | FEN1 inh
CCN(c1cccc(C)c1)C(C(=O)Nc1ccc(OC)cc1)c1cc2c(cc1[N+](=O)[O-])OCO2 (stereo not drawn) | -4.1% | -0.7% | 1.7%
COC(=O)C1C(=O)c2c([nH]c(C(=O)OCCSC)c2C)CC1C (stereo not drawn) | -0.7% | -5.9% | -11.2%
Cc1ccc(NC(=O)/C(C#N)=C/c2ccc(C)s2)c(C)c1 | -1.8% | 18.6% | 1.2%
CCOCCCn1c(=NC(=O)c2ccc(OC)c(OC)c2)c(C#N)cc2c(=O)n3cccc(C)c3nc21 | 0.3% | 7.0% | .
CSc1ccccc1NC(=O)CN(C)C(=O)c1ccc2c(c1)OCCO2 | 0.3% | -8.2% | -5.2%
Cc1cc(S(=O)(=O)n2ccnc2C(C)C)cc([N+](=O)[O-])c1C | -5.4% | . | -12.7%
O=C(COc1ccccc1)N1CCN(S(=O)(=O)Cc2ccccc2)CC1 | -10.3% | -3.5% | 9.4%
O=C(NCCc1ccccc1)c1cnn(-c2ccc(F)cc2)c1-n1cccc1 | -3.4% | . | -7.0%
CC(Sc1nnc(COc2ccc([N+](=O)[O-])cc2)n1-c1ccccc1)C(=O)O (stereo not drawn) | 6.8% | -2.3% | 3.5%
COc1cccc(-c2nnc(-c3ccc(C(F)(F)F)cc3)o2)c1 | -3.9% | 18.1% | 10.2%

Sorted by length of the SMILES (rising): some entries from above.
SMILES | KAT2A inh | N370S GC | FEN1 inh
COc1cccc(-c2nnc(-c3ccc(C(F)(F)F)cc3)o2)c1 | -3.9% | 18.1% | 10.2%
CSc1ccccc1NC(=O)CN(C)C(=O)c1ccc2c(c1)OCCO2 | 0.3% | -8.2% | -5.2%
COC(=O)C1C(=O)c2c([nH]c(C(=O)OCCSC)c2C)CC1C (stereo not drawn) | -0.7% | -5.9% | -11.2%
CC(Sc1nnc(COc2ccc([N+](=O)[O-])cc2)n1-c1ccccc1)C(=O)O (stereo not drawn) | 6.8% | -2.3% | 3.5%
CCOCCCn1c(=NC(=O)c2ccc(OC)c(OC)c2)c(C#N)cc2c(=O)n3cccc(C)c3nc21 | 0.3% | 7.0% | .

Additional structures:
SMILES | KAT2A inh | N370S GC | FEN1 inh
Cc1c(NC(=O)c2ccc(Cl)nc2)cccc1-c1nc2cccnc2s1 | -0.4% | -0.6% | -7.7%
Cc1cc(C)cc(-n2nnc(C(=O)NCc3ccco3)c2N)c1 | -1.6% | 8.7% | 11.4%
COc1ccc(CC(=O)NCc2nc3cccnc3n2Cc2ccc(F)cc2)cc1OC | 2.8% | . | 10.4%
CCOc1ccc(-c2ccc(NS(=O)(=O)c3cc(C)c(C)cc3C)cc2)nn1 | -13.6% | . | 1.1%
Cc1ccc(NC(=O)C(NS(=O)(=O)c2ccc3c(c2)CCC(=O)N3)c2ccccc2)cc1C (stereo not drawn) | -4.4% | . | 1.7%
O=C(O)CCC(NC(=O)C(Cc1ccc2c(c1)OCO2)NC(=O)c1ccccc1)C(=O)O (stereo not drawn) | -0.1% | 2.8% | .
CC1CCN(C(=O)CSc2nc3c([nH]c4ccccc43)c(=O)n2-c2ccccc2)CC1 | -5.6% | . | 9.6%
Cc1ccc(/C=C2\SC(=S)N(CCC(=O)Nc3ccc(O)cc3)C2=O)cc1 | -2.1% | -2.2% | 14.9%
COc1ccc(S(=O)(=O)Nc2c(C(=O)O)[nH]c3ccccc23)cc1 | -1.9% | -0.6% | 13.3%
Cc1nnsc1C(=O)NNc1ccc(C(C)C)cc1 | -4.6% | -23.1% | -1.5%
C/C(=N/NS(=O)(=O)c1ccc(C)cc1)c1c[nH]c2ccccc12 | ? | 1.3% | 13.8%
CCC(C)C(NC(=O)c1ccccc1NC(=O)c1ccccc1)C(=O)O (stereo not drawn) | 24.4% | 5.1% | 23.0%
COC(=O)c1c(C)[nH]c(C(=O)CSc2ccc(Cl)cc2)c1C | 2.2% | -12.7% | 7.6%
Cc1ccc(N(CC(=O)Nc2ccccc2C(=O)NCc2ccco2)S(=O)(=O)c2ccccc2)cc1C | -20.4% | 16.7% | -18.9%
CCCn1c(=O)c2sccc2n2c(CCCC(=O)NCC3CCCO3)nnc12 (stereo not drawn) | -15.4% | 6.3% | -0.1%
Cn1cc(Cl)c(C(=O)Nc2cccc(Cl)c2Cl)n1 | 1.2% | 12.8% | 6.5%
O=C(CN1C(=O)c2ccccc2S1(=O)=O)NCc1ccccn1 | 0.5% | -0.5% | 5.2%
Cn1c(=O)c2c(=O)cc(NNC(=O)CC#N)[nH]c2n(C)c1=O | -2.2% | -2.7% | 18.8%
Cc1ccc(NCc2cccn2-c2nnc(N3CCC(C(=O)NCc4ccc(OC(C)C)cc4)CC3)s2)cc1 | -11.7% | . | -14.6%
O=C(CN(Cc1ccccc1)C(=O)CCC(=O)Nc1nccs1)NCc1ccccc1 | -0.7% | 2.7% | -2.1%
CCC(=O)N=c1sc2cc([N+](=O)[O-])ccc2n1CCOC | -0.2% | 14.3% | -4.7%
COc1ccc(N2CCN(C(=O)CCCn3c(=O)c4cccn4c4cccnc43)CC2)cc1 | -20.0% | -2.1% | -18.4%
CCC(=O)Oc1ccc(C2N(C(=O)CC)CCN2S(=O)(=O)c2ccc(C)cc2)cc1OC (stereo not drawn) | 3.7% | 5.8% | -8.3%
O=C(CSc1oc(-c2ccc(F)cc2)nc1S(=O)(=O)c1ccccc1)c1ccc(Cl)cc1 | -7.6% | . | 14.5%
COc1ccc2c(c1)c(N=O)c(O)n2C | -7.1% | -0.3% | -12.0%
Cc1cc(C)nc(N2N=C(C(F)(F)F)CC2=O)n1 | -14.6% | 7.5% | 21.5%
Nc1nc(N)c2cc(Sc3ccc4ccccc4c3)ccc2n1 | -5.0% | ? | -6.7%
O=C(Nc1ccccc1C(=O)N1CCOCC1)c1ccc(Br)cc1 | 0.9% | 8.5% | -0.5%
CC(C)c1nnc(NC(=O)c2cccc(-n3cnnn3)c2)s1 | -1.0% | -3.8% | 14.0%
Cc1noc(NS(=O)(=O)c2ccc(NC(=O)CSc3nc4c(cc3C#N)CCCC4)cc2)c1C | -7.8% | 8.6% | 12.3%

Not a retest: an excerpt of the list.
SMILES | KAT2A inh | N370S GC | FEN1 inh
Nc1nc(N)c2cc(Sc3ccc4ccccc4c3)ccc2n1 | -5.0% | ? | -6.7%
O=C(Nc1ccccc1C(=O)N1CCOCC1)c1ccc(Br)cc1 | 0.9% | 8.5% | -0.5%
CC(C)c1nnc(NC(=O)c2cccc(-n3cnnn3)c2)s1 | -1.0% | -3.8% | 14.0%
Cc1noc(NS(=O)(=O)c2ccc(NC(=O)CSc3nc4c(cc3C#N)CCCC4)cc2)c1C | -7.8% | 8.6% | 12.3%

New compounds follow
SMILES | KAT2A inh | N370S GC | FEN1 inh
Cc1cccc(C(O)(C(=O)NNc2ccc3ccccc3n2)c2cccc(C)c2)c1 | -8.5% | 3.6% | 5.8%
COC(=O)c1ccccc1NC(=O)NCc1ccc2c(c1)CCN2C(=O)c1ccccc1 | -5.8% | . | -8.4%
O=C(NCCc1c[nH]c2ccccc12)C(=O)NCC1OCCCN1S(=O)(=O)c1cc(F)ccc1F (stereo not drawn) | -0.9% | -7.0% | 0.0%
Cc1ccc(OCC(=O)Nc2ccc(-c3nc4ncccc4o3)cc2)c(C)c1 | -6.2% | 3.2% | -19.9%
Cn1c(SCc2c(F)cccc2Cl)nnc1-c1cccs1 | 3.0% | 6.3% | 1.6%
CCOc1cc(S(=O)(=O)N2CCCCC2)ccc1Cl | -5.8% | 12.2% | 2.8%
COc1cccc(C(=O)Nc2cccc(OCc3cc(=O)n4cccc(C)c4n3)c2)c1 | -8.4% | . | 16.2%
Cc1ccc(CNS(=O)(=O)c2ccc(CN3C(=O)c4cccnc4C3=O)cc2)o1 | 2.7% | 4.2% | -14.6%
CCn1cnc2cc(NCc3ccc(Cl)cc3)ccc21 | -2.7% | -8.5% | 0.3%
c1ccc(CN2CCC(Nc3nc(-c4ccccc4)nc4ccccc34)CC2)cc1 | -9.2% | ? | -13.1%

An excerpt from above, limited to N370S GC.
canonical_smiles	N370S GC
Cn1c(SCc2c(F)cccc2Cl)nnc1-c1cccs1	6.3%
CCOc1cc(S(=O)(=O)N2CCCCC2)ccc1Cl	12.2%

The list goes on:
SMILES | KAT2A inh | N370S GC | FEN1 inh
COc1cc2c(cc1OC)C(C(C)C)=NC(C)(C)C2 | ? | 2.3% | -3.7%
Cc1ccc(S(=O)(=O)N(C)C)cc1NC(=O)C(C)OC(=O)C1CCC1 (stereo not drawn) | -0.1% | . | 3.1%
COc1ccc(N=Cc2cc(Cc3ccccc3Cl)cc([N+](=O)[O-])c2O)cc1OC | -7.4% | 28.4% | -26.3%
CN(C)c1cc[n+](CC(=O)Nc2cc(C(F)(F)F)ccc2Cl)cc1 | -13.8% | 3.9% | -1.8%
CCN(CC)S(=O)(=O)c1ccc(C(=O)NNC(=O)c2csc(N3CCOCC3)n2)cc1 | -12.5% | 0.3% | 8.2%
C[C@@H]1OC(Oc2ccccc2-c2cc(=O)c3c(O)cc(O)c([C@@H]4O[C@H](CO)[C@@H](O)[C@H](O)[C@H]4O)c3o2)[C@H](O)[C@H](O)[C@H]1O (stereo partly drawn) | 0.0% | -10.9% | .
O=C(O)CCSCC(=O)c1ccc2c(c1)OCCO2 | 2.6% | 0.5% | -1.2%
Cc1ccc(C(C)C)c(OCc2ccc(C(=O)N/N=C/c3cccc(O)c3O)cc2)c1 | -5.1% | -10.6% | 0.3%
Cc1ccc(S(=O)(=O)N2CCCCC2)cc1C(=O)N1CCCCCC1 | -4.5% | . | -6.0%
CC(C)(C)C(Cn1ccnc1)NC(=O)c1ccc2nc(C3CC3)oc2c1 (stereo not drawn) | 0.8% | -3.7% | -0.8%
COC(=O)C1CCCN1S(=O)(=O)c1ccccc1NC(=O)c1cc(OC)c(OC)c(OC)c1 (stereo not drawn) | -8.0% | -0.2% | -7.3%
Cc1nc2c(c(C)nn2-c2ccccc2)c(C)c1CCC(=O)NCc1ccccc1 | 0.5% | . | -5.6%
Cc1ccc(C2/C(=C(/O)c3ccc(Cl)cc3)C(=O)C(=O)N2CC2CCCO2)o1 (stereo not drawn) | -9.7% | 3.4% | -2.8%
CC(NC(=O)COC(=O)C12CC3CC(CC(Br)(C3)C1)C2)c1ccccc1 (stereo not drawn) | -2.1% | . | -6.2%
Cc1cc(S(=O)(=O)N2CCCOC2CNC(=O)C(=O)NCc2ccco2)ccc1F (stereo not drawn) | -1.3% | -6.7% | 11.5%
CC(=O)Nc1ccc(S(=O)(=O)N(C)CC(=O)N/N=C/c2ccncc2)cc1 | -19.9% | 2.2% | 1.3%
CCOC(=O)/C=c1\s/c(=C(\C#N)C(=O)OCC)n(-c2ccccc2)c1=O | 2.0% | 15.9% | -13.5%
CCCc1[nH]n(-c2ccc([N+](=O)[O-])cc2)c(=O)c1C=NCCc1c[nH]c2ccccc12 | -6.7% | -13.7% | -10.9%
COc1ccc(C)cc1NC(=O)CCNS(=O)(=O)c1ccc2c(c1)CC(C)N2C(C)=O (stereo not drawn) | -4.0% | -16.1% | 0.0%
CC1CCc2sc(C(=O)OC(C)C(=O)Nc3ncc(Cl)cc3Cl)cc2C1 (stereo not drawn) | -5.4% | 6.1% | .

Single records (already shown). Screens in order: KAT2A inh, N370S GC, FEN1 inh
Record of CC(NC(=O)COC(=O)C12CC3CC(CC(Br)(C3)C1)C2)c1ccccc1 (stereo not drawn) → -2.1%, ., -6.2%
Record of COC(=O)C1CCCN1S(=O)(=O)c1ccccc1NC(=O)c1cc(OC)c(OC)c(OC)c1 (stereo not drawn) → -8.0%, -0.2%, -7.3%

(next part)
SMILES | KAT2A inh | N370S GC | FEN1 inh
O=C(NC1(C(F)(F)F)Oc2ccccc2O1)N1CCCC1 | -0.2% | 2.3% | 6.2%
Cc1cccc(Nc2nnc(SCC(=O)c3c(N)n(C4CC4)c(=O)[nH]c3=O)s2)c1C | -10.7% | . | -3.5%
CCOC(=O)c1sc(NC(=O)CSc2nccc(C)n2)nc1C | 1.2% | 0.9% | 20.1%
C=CCNc1ccc(N2C(=O)C3CCC(C)CC3C2=O)cc1[N+](=O)[O-] (stereo not drawn) | -2.7% | 9.0% | .
COc1ccc(C(=O)N2CCN(C3CCCCC3)CC2)cc1OC | -1.3% | -4.6% | -11.3%
O=C(COc1ccc2ccccc2c1)NCC1CCCO1 (stereo not drawn) | -4.9% | -7.5% | -3.6%
